Assay outcomes as filed in PubChem BioAssay.
MT stabilize HCS – microtubule stabilizers in HeLa cells, primary screen, imaging, high-content imaging. HeLa tubulin immunostaining HCS, 24 h; share of cells brighter than vehicle mean+2SD. % tubulin-high responders, % at 10 µM. 200,000 compounds, 0.83% hits. AID 2205, 2009;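 active = plate Z-score above 3 for both tubulin-high and condensed-nucleus cell shares, with cell loss under 80%, at 10 µM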;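 note: anti alpha tubulin signal scored within the nucleus-defined area of each cell; some results filed as inactive read as strong as hits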
Lipid droplet – inhibitors of hepatocyte lipid droplet formation, primary screen, imaging, high-throughput imaging, BODIPY stain. 240,000 compounds, 0.4% hits. inhibition, % at 6.5 µM. AID 1656, 2009. AML12 mouse hepatocytes, oleate lipid droplets;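 active = lipid droplet intensity inhibited by at least 50%, with more than 500 cells counted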
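Assay system: AML12 mouse liver cells | Compound: 6.5 µM single-point dosing | Schedule: Overnight exposure | Technique: Fluorescence imaging, 20x objective, two fields per well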
WT yeast gro inh – growth inhibition of WT strain, primary screen, mitochondrial fusion inhibitor project, WT and mutant strains, chemical genetic. mitochondrial fusion phenotypic screen. inhibition, % at 10 µM. 190,000 compounds, 2.1% hits. AID 1362, 2008; in the data active = inhibition above about 58%; tested in S. cerevisiae
b-catenin transl – modulators of beta-catenin nuclear translocation, primary screen, imaging, HeLa cells, immunofluorescence, high-content. 190,000 compounds, 0.3% hits. nuclear translocation activity, % at 5 µM. AID 1665, 2009;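 active = nuclear translocation activity above 50% at 5 µM, with a well cell count of 50 or more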;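 note: per-cell ratio of nuclear to cytoplasmic median beta-catenin stain intensity; plate controls were DMSO negative control for no effect and GSK-3 inhibitor IX positive control for full effect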
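test system = HeLa cells, endogenous beta-catenin | dosing = single 5 µM dose plus 0.02–20 µM confirmation series | times = compound treatment 24 h, 37°C, 5% CO2 | technique = beta-catenin immunofluorescence imaging with DAPI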
HEK293 NOD2/NF-kB – NOD2 signaling inhibitors, cell-based, luminescence, uHTS, HEK293 (AID 1566); HEK293 NOD2/NF-kB luciferase reporter, luminescence; higher % means a stronger effect; 290,000 compounds, 0.63% hits; inhibition, % at 4 µM; hits with a dose series show EC50 in µM; in the data active = inhibition above about 50%; note: many of its hits are not listed in these tables
Autophagy mod – autophagy modulators in MEF cells, primary screen, imaging, high-content, MEF GFP-LC3 | calls only at 10 µM (by protocol) | MEF GFP-LC3 puncta imaging; test concentration mostly 10 µM | 190,000 compounds, 0.98% hits | AID 463193, 2010;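 active = percentage of spot-positive cells more than 3 SD above its plate mean, without a fluorescence outlier flag or 80% toxicity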;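 note: spot-positive cell cutoff set from DMSO-treated cells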
Yfh1-depleted yeast – enhancers of respiration in Yfh1-depleted yeast, dose response, Friedreich's ataxia, plus single-dose screen (AID 1465) | S. cerevisiae Yfh1-off respiration, WST-1 reduction, 72 h; higher fold induction means a stronger effect | one-dose fold induction at 50 µM; EC50 in µM for titrated hits | 220,000 compounds, 0.074% hits;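 active = fold induction of absorbance versus untreated yeast above a set limit, then at least 30% activation at any dose in follow-up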;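 note: activators that raise dye reduction in frataxin-depleted yeast; strong numbers were not always called active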
Dynein transport – inhibitors of GR-EGFP nuclear translocation, primary screen, dynein cargo transport inhibitor project, imaging, high-content, 3617.4 mouse cells | AID 1381, 2008 | 220,000 compounds, 0.47% hits | test concentration mostly 20 µM; stimulated with dexamethasone, 1 µM; active compounds read low | z-score, hits read low;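 active = plate z-score of nuclear minus cytoplasmic receptor signal below a set negative limit, without overly bright fluorescence or cell loss, cut at about -3.5 in these data, passing the limit was not always enough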;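 note: z-score of nuclear minus cytoplasmic ring GR-EGFP intensity difference per well; some compounds called inactive have numbers as strong as hits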
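Also added – dexamethasone, 1.0 µM final · Buffer or medium – tet-free, stripped-serum medium · Schedule – induction 48 h, compound 1 h, agonist 30 min · Detection – formaldehyde fixation, Hoechst nuclear stain, 10x automated fluorescence imaging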
Insulin prom up – insulin promoter activators in MIN6 cells, imaging, high-content screening, mouse beta cells; z-score at 5 µM; MIN6 insulin promoter-GFP reporter; active compounds read high; 190,000 compounds, 0.3% hits;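 active = z-score above 3 at 5 µM with at least 500 cells counted in the well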
WT yeast gro inh mutant strain – recorded beside WT yeast gro inh, whose call it bears; inhibition, %; mitochondrial fusion phenotypic screen, mutant strain inhibition
Dynein transport cytoplasmic EGFP – recorded beside Dynein transport, whose call it bears; z-score; measured here: cytoplasmic GR-EGFP intensity; active compounds read high
Dynein transport nuclear GR-EGFP – second read-out of Dynein transport, no call of its own (marks repeat the call); z-score; measured here: nuclear GR-EGFP intensity;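 lower value marks the stronger effect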
Dynein transport cell count – also measured in Dynein transport; calls as there; z-score; measured here: cell count per field
Insulin prom up cell count – further read-out of Insulin prom up, marked with its call; cell count; measured here: cytotoxicity, nuclei count;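 total cells summed across four imaged fields per well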
Lipid droplet cells 6.5 µM – also measured in Lipid droplet; calls as there; cell count; measured here: cell count, cytotoxicity flag;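 cells counted across two imaged fields per well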
b-catenin transl cell count 5 µM – recorded beside b-catenin transl, whose call it bears; cell count; measured here: cell count, cytotoxicity flag
MT stabilize HCS Hoechst-high % – further read-out of MT stabilize HCS, marked with its call; % Hoechst-high responders; measured here: nuclear condensation Hoechst responders;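 share of cells brighter than vehicle mean plus two SD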
MT stabilize HCS cytotoxicity % – second read-out of MT stabilize HCS, no call of its own (marks repeat the call); toxicity, %; measured here: cytotoxicity by cell density;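 0% = mean cell density of plate MIN control wells and 100% = no cells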
Autophagy mod cell loss 18 h – second read-out of Autophagy mod, no call of its own (marks repeat the call); toxicity, %; measured here: cell loss, nuclei count;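 cell loss after 18 h compound exposure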
Numbers without * were called inactive; i = inactive; nt = no result given.

SMILES	MT stabilize HCS	MT stabilize HCS Hoechst-high %	MT stabilize HCS cytotoxicity %	Lipid droplet	Lipid droplet cells 6.5 µM	WT yeast gro inh	WT yeast gro inh mutant strain	b-catenin transl	b-catenin transl cell count 5 µM	HEK293 NOD2/NF-kB	Autophagy mod	Autophagy mod cell loss 18 h	Yfh1-depleted yeast	Dynein transport	Dynein transport cytoplasmic EGFP	Dynein transport nuclear GR-EGFP	Dynein transport cell count	Insulin prom up	Insulin prom up cell count
COC(=O)c1cccc(N(C(=O)CNC(=O)c2ccco2)C(C(=O)NC2CCCC2)c2ccco2)c1 (stereo not drawn)	2.8	1.2	0.1	nt	nt	-10	-2	-2.2	972	-6%	i	9	i	-0.032	-0.22	-0.24	1.1	0.44	1350
Cn1c(-c2ccccc2)cccc1=O	5.5	3.1	6.3	nt	nt	-3	-20	-1.3	838	-5%	i	14	i	0.17	-0.27	-0.075	0.54	-0.44	1432
CCOC(=O)c1c(-c2ccc(OC)cc2)nc2nonc2c1N	2.3	2.2	14	3	742	-4	-12	-0.7	1205	-3%	i	7	i	0.17	-0.3	0.39	0.67	nt	nt
CCOC(=O)N1CCN(Cc2nc3c(c(=O)[nH]c(=O)n3C)n2Cc2ccccc2C)CC1	2.3	1.6	4.1	nt	nt	22	-3	nt	nt	8%	i	18	i	0.29	-0.042	0.16	-0.52	nt	nt
CC1=C(C(=O)OCC(C)C)C(c2ccccc2Cl)NC(=O)N1C (stereo not drawn)	9.0	2.6	10	nt	nt	-4	-3	nt	nt	1%	i	5	i	-1.4	-0.21	-0.54	0.76	1.6	916
COc1ccc(C(=O)OCC[N+]2(C)CCOCC2)cc1	2.2	1.0	3.9	16	674	4	7	nt	nt	-4%	i	-3	i	-0.3	-0.24	-0.0042	0.29	0.29	1064
COc1ccc(N2C(=O)NC3CC2(C)Oc2ccc(Cl)cc23)cc1OC (stereo not drawn)	9.9	5.3	1.3	nt	nt	-5	-1	-3.1	861	0%	i	-6	nt	-0.69	-0.2	-0.2	0.54	-0.3	1420
Cc1nnc(SCC(=O)Nc2nccs2)n(N)c1=O	1.8	1.5	8.1	7	709	17	4	1.6	1087	-4%	i	-9	i	-0.38	-0.23	-0.037	0.26	0.36	1108
CCOC(=O)c1cccc(NC(=O)CCOc2ccccc2)c1	1.6	2.3	5.1	4	624	4	2	-0.7	1620	8%	i	6	i	0.0034	-0.33	0.017	1.1	-0.71	1668
Nc1cc(C(=O)O)ccc1Nc1ccccc1	3.3	2.2	6.3	0	686	11	4	nt	nt	0%	i	19	i	0.55	-0.25	0.92	0.16	0.27	1331
Cc1cc(C)cc(OCC(=O)O/N=C(\N)Cc2ccc([N+](=O)[O-])cc2)c1	nt	nt	nt	1	777	nt	nt	-2.4	1033	-8%	nt	nt	i	-0.44	-0.17	-0.22	0.44	0.48	1475
CCCCNC(=O)Nc1nnc(-c2ccc(Cl)cc2)o1	1.6	2.6	14	-9	795	-7	-2	nt	nt	-2%	i	5	i	1.5	0.36	0.34	0.034	0.87	708

Only Insulin prom up cell count and WT yeast gro inh mutant strain (two entries from above):
Structure	Insulin prom up cell count	WT yeast gro inh mutant strain
CCOC(=O)c1cccc(NC(=O)CCOc2ccccc2)c1	1668	2
Nc1cc(C(=O)O)ccc1Nc1ccccc1	1331	4

(continued)
SMILES	MT stabilize HCS	MT stabilize HCS Hoechst-high %	MT stabilize HCS cytotoxicity %	Lipid droplet	Lipid droplet cells 6.5 µM	WT yeast gro inh	WT yeast gro inh mutant strain	b-catenin transl	b-catenin transl cell count 5 µM	HEK293 NOD2/NF-kB	Autophagy mod	Autophagy mod cell loss 18 h	Yfh1-depleted yeast	Dynein transport	Dynein transport cytoplasmic EGFP	Dynein transport nuclear GR-EGFP	Dynein transport cell count	Insulin prom up	Insulin prom up cell count
CCC(Sc1nc2ccc(N)cc2s1)C(=O)Nc1nccs1 (stereo not drawn)	2.1	1.1	3.2	7	809	-3	-5	nt	nt	-18%	i	22	i	0.17	-0.11	0.48	-0.81	nt	nt
Cc1csc(N(C(=O)c2ccccc2F)c2ccccc2)n1	6.5	1.1	10	8	712	-12	-8	-3.9	1115	23%	i	8	i	0.16	-0.03	0.078	0.06	-1.1	1380
COc1cc(C)ccc1OCCCOc1ccccc1Cl	1.6	1.7	5.5	nt	nt	-13	-5	0.8	1427	nt	i	12	i	-0.54	-0.22	0.079	1.1	-0.21	1458
N#Cc1ccc(-c2csc(NNC(=O)c3ccccc3)n2)cc1	4.0	1.9	9.1	nt	nt	-6	-2	nt	nt	-13%	i	13	i	0.36	-0.23	0.017	-0.64	nt	nt
Cc1noc2ncnc(N3CCCCC3)c12	11	1.3	5.3	3	699	2	-6	-0.4	909	4%	i	-6	i	-0.47	-0.31	-0.35	0.3	0.08	1612
Cc1ccc(N(Cc2ccc(C(=O)Nc3c(C)n(C)n(-c4ccccc4)c3=O)cc2)S(C)(=O)=O)cc1C	1.8	1.2	4.8	8	698	3	9	-2.6	1031	15%	i	12	i	-0.6	-0.3	-0.11	0.92	-1.1	1625
COCCCNC(=O)c1cc(C(=O)Cc2ccccc2)c[nH]1	2.0	1.5	2.4	-5	690	-10	-9	2.6	1087	15%	i	-3	i	0.5	-0.25	0.19	-0.15	-0.52	1244
CCC(=NCCc1ccccc1)C1=C(O)CCC1=O	6.6	2.3	4.6	nt	nt	6	0	-1.1	1153	-2%	i	7	i	-0.34	-0.16	0.03	0.4	0.73	1303
CCOc1ccccc1N(C(=O)Nc1ccc(Cl)cc1)C1=NCCS1	5.5	1.3	7.2	23	583	17	5	-0.8	1183	2%	i	12	i	0.53	-0.22	0.45	-0.68	0.71	1417
COC(=O)[C@@H](NC(=O)NCCC1=CCCCC1)C(C)C	nt	nt	nt	nt	nt	nt	nt	0.4	1261	17%	nt	nt	i	-0.48	-0.28	-0.44	0.26	-0.72	1443
CCc1nc2c(sc3nc4c(cc32)COC(C)(C)C4)c(=O)n1Cc1ccccc1	3.2	2.1	3.6	nt	nt	-6	2	-1.8	1409	16%	i	3	i	0.98	-0.1	0.43	-0.11	-1.1	791
O=S(=O)(c1cccc2nsnc12)N1CCN(c2ccc(F)cc2)CC1	2.3	2.3	1.9	-2	715	2	-10	0.0	1031	0%	i	-9	i	-0.44	-0.016	-0.51	0.11	0.31	1160
CCN(CC)c1ccc(/C=C(\C#N)C(=O)NCc2ccco2)cc1	9.0	2.0	0.3	-24	493	30	8	1.4	1005	5%	i	10	i	0.85	0.33	0.52	-0.94	-0.09	1360
Cc1cccn2c(=O)c3cc(C#N)c(=NC(=O)c4cccs4)n(CCCOC(C)C)c3nc12	nt	nt	nt	1	754	nt	nt	-2.9	1113	3%	nt	nt	i	0.82	-0.12	0.3	-0.81	0.23	1419
CCOc1ccc(-n2c(C)cc(/C=N/Nc3nc(C)cc(=O)[nH]3)c2C)cc1	nt	nt	nt	9	774	nt	nt	2.4	1305	10%	nt	nt	i	-1.8	-0.24	-0.8	1.1	-0.94	1015
O=c1ccc(/C=C/c2ccccc2)nn1Cc1ccc(Cl)cc1Cl	1.8	2.0	11	14	795	18	6	-2.1	1199	8%	i	4	i	0.48	-0.016	0.14	-0.55	0.11	983
Cc1cccc(CN2CCN(CC(C)C)C(CCO)C2)n1 (stereo not drawn)	nt	nt	nt	6	726	nt	nt	-0.7	1378	8%	nt	nt	i	0.29	-0.61	-0.025	-1.5	0.11	799
Fc1cccc(F)c1CN1CCN(c2ncccn2)CC1	2.7	1.6	5.2	5	738	-9	-62	nt	nt	-4%	i	-2	i	-0.64	-0.23	-0.27	-0.43	nt	nt
CC(C)NC(=O)c1ccccc1-c1nc(-c2ccccc2Cl)no1	6.2	2.7	10	nt	nt	2	23	-3.0	1121	7%	i	3	i	-0.47	-0.18	-0.03	0.31	-0.39	1207
COC(=O)Cn1ccc(-c2ccc(Cl)cc2)c(C#N)c1=O	4.0	2.9	5.8	3	667	-8	5	-2.6	1117	23%	i	0	i	-1.6	-0.27	-0.0077	0.91	-0.21	1367
CCN(C(=O)COC(=O)c1cc(OC)c(OC)cc1[N+](=O)[O-])C1CCS(=O)(=O)C1 (stereo not drawn)	2.8	1.9	8.9	20	681	-10	6	-0.6	1072	4%	i	0	i	-0.71	-0.07	-0.34	0.79	0.14	1314
Cn1c(=O)c2c(nc(NCC3CCCO3)n2C)n(C)c1=O (stereo not drawn)	2.9	2.9	8.4	-1	765	-2	-15	-0.9	1079	15%	i	-8	i	-0.21	-0.24	-0.12	-0.051	0.83	1155
CC(C)C(=O)Nc1nc2cc3c(cc2s1)OCO3	11	2.5	3.4	16	660	0	0	-0.5	1138	-38%	i	7	i	-0.35	-0.26	-0.2	0.4	-0.29	1848
O=C(c1ccc(C(=O)N2CCOCC2)s1)N1CCOCC1	1.5	0.9	8.2	9	721	-34	16	-7.0	1216	1%	i	-2	nt	-0.92	0.032	-0.18	0.15	-0.5	926
N#Cc1c(=O)c2nc(NCc3ccccc3)ncc2n2ccccc12	1.9	1.4	6.2	12	793	-2	1	-3.0	1167	11%	i	-2	i	-0.48	-0.13	0.31	2	nt	nt
COc1ccccc1C1c2[nH]c3ccccc3c2CCN1Cc1cnc(C)s1 (stereo not drawn)	2.7	1.4	5.6	-8	662	10	-2	0.0	1540	18%	i	5	i	2.2	-0.15	0.92	-0.85	nt	nt

Some of the compounds tested; rates above refer to the full screens.
